Bioassay records deposited in PubChem by National Center for Advancing Translational Sciences (NCATS).
BRCT inh green = blocks human BRCA1 BRCT binding to phosphopeptide, green readout; Potency, µM (top dose mostly 76.9 µM), for the others: at the highest dose activity change, negative = inhibition, most hits filed as inhibitors; BRCA1 BRCT-phosphopeptide binding, green fluorescence polarization; P38398; 75,000 compounds, 0.05% hits;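 note: potency is the fitted concentration of half-maximal effect; plate controls were peptide without protein for full effect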
Target sequence (P38398 whole entry, looked up): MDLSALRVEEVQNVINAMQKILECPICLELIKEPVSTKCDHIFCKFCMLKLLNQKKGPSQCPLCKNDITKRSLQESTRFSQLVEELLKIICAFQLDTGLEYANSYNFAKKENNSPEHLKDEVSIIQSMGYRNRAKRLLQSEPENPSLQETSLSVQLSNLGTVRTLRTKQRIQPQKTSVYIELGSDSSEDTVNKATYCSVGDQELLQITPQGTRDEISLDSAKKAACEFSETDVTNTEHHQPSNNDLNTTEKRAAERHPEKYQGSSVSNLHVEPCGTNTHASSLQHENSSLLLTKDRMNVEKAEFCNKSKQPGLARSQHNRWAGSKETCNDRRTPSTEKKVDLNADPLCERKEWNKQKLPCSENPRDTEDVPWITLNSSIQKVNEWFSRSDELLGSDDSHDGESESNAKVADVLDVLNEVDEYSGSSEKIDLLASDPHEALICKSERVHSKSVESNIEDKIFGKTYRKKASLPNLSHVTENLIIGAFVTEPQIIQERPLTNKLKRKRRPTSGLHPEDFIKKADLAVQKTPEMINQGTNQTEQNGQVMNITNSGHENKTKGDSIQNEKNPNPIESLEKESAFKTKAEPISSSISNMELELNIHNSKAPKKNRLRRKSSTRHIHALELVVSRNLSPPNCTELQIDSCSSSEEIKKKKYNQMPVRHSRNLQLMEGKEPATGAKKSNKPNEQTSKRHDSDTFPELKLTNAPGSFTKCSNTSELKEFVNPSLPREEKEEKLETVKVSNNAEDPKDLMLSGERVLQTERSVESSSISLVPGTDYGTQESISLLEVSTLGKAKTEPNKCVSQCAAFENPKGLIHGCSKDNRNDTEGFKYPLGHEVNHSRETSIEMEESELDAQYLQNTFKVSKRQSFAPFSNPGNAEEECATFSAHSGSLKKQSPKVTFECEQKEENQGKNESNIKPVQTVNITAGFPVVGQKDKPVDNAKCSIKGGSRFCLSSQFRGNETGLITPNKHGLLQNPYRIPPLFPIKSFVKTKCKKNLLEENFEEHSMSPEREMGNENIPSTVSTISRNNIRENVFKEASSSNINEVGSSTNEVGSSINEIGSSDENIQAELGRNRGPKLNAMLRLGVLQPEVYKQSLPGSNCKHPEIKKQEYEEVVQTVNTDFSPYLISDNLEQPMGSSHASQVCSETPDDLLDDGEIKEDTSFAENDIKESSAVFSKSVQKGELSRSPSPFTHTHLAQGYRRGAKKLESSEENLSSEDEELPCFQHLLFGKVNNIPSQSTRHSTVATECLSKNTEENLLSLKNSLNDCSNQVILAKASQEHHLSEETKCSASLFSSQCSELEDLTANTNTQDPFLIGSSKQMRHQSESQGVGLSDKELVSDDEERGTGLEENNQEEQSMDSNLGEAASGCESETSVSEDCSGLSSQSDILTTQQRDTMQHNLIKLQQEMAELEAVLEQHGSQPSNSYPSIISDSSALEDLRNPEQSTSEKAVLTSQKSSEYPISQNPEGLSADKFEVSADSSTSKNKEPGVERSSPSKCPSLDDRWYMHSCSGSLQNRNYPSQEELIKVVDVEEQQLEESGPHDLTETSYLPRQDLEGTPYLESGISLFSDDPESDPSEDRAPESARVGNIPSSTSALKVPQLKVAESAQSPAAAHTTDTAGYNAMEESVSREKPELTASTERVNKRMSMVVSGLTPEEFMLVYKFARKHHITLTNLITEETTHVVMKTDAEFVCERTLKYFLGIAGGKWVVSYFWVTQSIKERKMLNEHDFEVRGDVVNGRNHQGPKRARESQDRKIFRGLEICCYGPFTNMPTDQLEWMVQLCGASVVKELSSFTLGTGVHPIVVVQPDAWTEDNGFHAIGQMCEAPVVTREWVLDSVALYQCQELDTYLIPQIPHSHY
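Compounds were incubated for 12 min at room temperature with a complex of 100 nM fluorescein-tagged pBACH1 decapeptide and 250 nM His-tagged BRCT protein. Buffer was phosphate pH 7.3 with EDTA, DTT and Tween 20. Disruption of binding lowers the polarization signal.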
UbGFP stabilizer = ubiquitin-GFP accumulation via proteasome inhibition; Ubiquitin-GFP reporter cells, proteasome inhibition, GFP fluorescence; response scale: untreated = 0%, 10 µM MG-132 = 100%; AID 526; 67,000 tested, under 10 active; Potency, µM (top dose mostly 45.9 µM), inactives show at the highest dose activation (GFP accumulation), hits mostly activators; active = well fitted activation curve with a large enough effect, not every such curve was filed as active; inconclusive = small, poorly fitted or top-dose-only effect, or another doubt; inactive = no such curve, though single readings can be large or run the other way; note: potency is the fitted concentration of half-maximal effect
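Proteasome block read as GFP accumulation: ubiquitin(G76V)-GFP U2OS cells exposed to compound (2.9 nM–46 uM) for 4 hr at 37 C. Normalization used untreated cells as 0% and 10 uM MG-132 as 100%; concentration-response curves fitted.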
4-MU autofl = 4-MU region autofluorescence; compound autofluorescence, 340/450 nm, 4-MU equivalents; active compounds read high; max dye-equivalent concentration, M; 59,000 compounds, 11% hits; AID 589; in the data active = max dye-equivalent concentration above about 10 nM; inconclusive = mostly about 1.1 nM to 9.6 nM
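Compounds in 100 mM Tris, pH 8.0, sat 15 min at room temperature before fluorescence was read at 340 nm excitation/450 nm emission; a per-plate six-point 4-MU standard curve converted signals to dye-equivalent concentration at each compound concentration.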
Hsp90 Hop PPI = changes Hsp90-Hop TPR2A binding signal, up or down | AlphaScreen TPR2A-His6 binding biotin-Hsp90 C-terminal peptide | Potency, µM (highest dose often 57 µM), for the others: at the highest dose activity change, negative = inhibition | 71,000 compounds, 0.44% hits | AID 595; active = well fitted curve in either direction with a large enough effect; inconclusive = small, poorly fitted or top-dose-only effect, or another doubt; note: potency is the fitted concentration of half-maximal effect; % is set by controls: 0 for no effect and ±100 for the full control effect; many of its hits are not listed in these tables
HBB splicing = hemoglobin beta splicing modulation; HBB splicing reporter cell assay, activation; EGFP reporter with mutant IVS2-654 intron; response scale: normalised to 500 nM splice-correcting PNA; Potency, µM (titrated, usually from 46.1 µM), for inactives: top-dose activation, hits mostly activators; 65,000 compounds, 0.06% hits; AID 925; note: potency is the fitted concentration of half-maximal effect; 0% is about no effect
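HeLa cells stably expressing EGFP interrupted by mutant beta-globin intron 2 (IVS2-654), 500/well in 2% FCS. Treated with compound for 2 days at 37C. Splicing correction scored as total well GFP intensity (488 nm excitation, 500-520 nm emission); 500 nM antisense PNA served as control.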
GFP derepression = epigenetic GFP locus derepression in mouse cells; mouse C127i GFP locus derepression, cytometry, 30 h; Potency, µM (series often up to 46.1 µM), inactives show at the top dose GFP derepression (activation); 68,000 compounds, 0.09% hits; note: % of control where 0% means no effect
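Locus derepression in mouse mammary C127i cells whose integrated CMV-GFP reporter is normally silent; GFP expression after 30 h compound treatment was quantified by counting fluorescent cells.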
CRE Fsk mod = alters forskolin-stimulated CRE reporter signaling in CHO cells. 71,000 compounds, 2.5% hits. AID 662. CHO CRE-bla reporter (cAMP response element driving beta-lactamase), forskolin EC10, beta-lactamase ratio. Potency, µM (top dose mostly 38.2 µM), for the others: at the highest dose activity change, negative = inhibition, hits mostly activators; active = well fitted activation curve with a large enough effect in the signal ratio, with a control signal flat, not every such curve was filed as active; inconclusive = small, poorly fitted or top-dose-only effect, or effect the other way, or a change in a side signal; the % refers to the signal ratio; note: potency is the fitted concentration of half-maximal effect; % of control where 0% means no effect
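CRE-bla CHO reporter cells treated with compound titration plus EC10 NKH 477 (water-soluble forskolin), incubated 3 h at 37 °C; CCF4 loading 2 h at room temperature, 460/530 nm emission ratio read, AC50 values derived for positive or negative modulators.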
BRCT inh red = BRCT-phosphoprotein interaction inhibition (red fluorophore); 75,000 compounds, 0.03% hits; P38398; AID 892; BRCT-phosphopeptide binding, red fluorescence polarization; Potency, µM (highest dose often 76.9 µM), without a hit: top-dose activity change, negative = inhibition, most hits filed as inhibitors; note: % is set by controls: 0 for no effect and ±100 for the full control effect
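Fluorescence polarization: 100 nM His-tagged BRCA1 BRCT with 100 nM TAMRA-labelled phospho-BACH1 decapeptide, phosphate buffer pH 7.3 with 150 mM NaCl, DTT, 0.01% Tween 20; 12 min RT. Binding inhibition seen as FP decrease.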
15-hLO inh = blocks human 15-lipoxygenase activity; P16050; 74,000 compounds, 1.4% hits; AID 887; Potency, µM (series often up to 57.1 µM), for the others: top-dose activity change, negative = inhibition, actives largely listed as inhibitors; purified 15hLO-1, xylenol orange hydroperoxide absorbance; note: potency is the fitted concentration of half-maximal effect; % is set by controls: 0 for no effect and ±100 for the full control effect; nearly all actives have a fitted effect of over 55% in size
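Inhibition is scored from a chromogenic endpoint. After 15 min enzyme-compound contact, arachidonic acid (50 uM final) reacts 6 min with 40 nM 15hLO-1 at room temperature, then Fe-XO reagent is added for 30 min and absorbance ratio recorded.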
Pol III holo inh = DNA polymerase III holoenzyme inhibition | Potency, µM (series often up to 57.1 µM), for the others: at the highest dose activity change, negative = inhibition | reconstituted DNA polymerase III holoenzyme replication, biochemical | 71,000 compounds, 0.25% hits; note: potency is the fitted concentration of half-maximal effect; % is set by controls: 0 for no effect and ±100 for the full control effect
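Reconstituted *E. coli* holoenzyme (0.35 nM Pol III, 1 nM beta, 154 nM SSB, 2 nM primase) was preincubated with compound for 15 min at RT. Synthesis on 1.4 nM ssM13Gori ran 35 min, then was stopped with PicoGreen/EDTA and read as dsDNA fluorescence.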
A350 fluor = A350 region autofluorescence | Compound autofluorescence, 340/450 nm, Alexa 350 dye-equivalents; active compounds read high | max dye-equivalent concentration, M | 59,000 compounds, 11% hits | AID 590; in the data active = max dye-equivalent concentration above about 10 nM; inconclusive = mostly about 1.1 nM to 9.6 nM
Active calls of the source: *; i = inactive; ? = inconclusive; · = not tested or not shown; ! = not confirmed by another sample; [ ] = remark or other dose. Unless noted, calls come from the whole dose curve; as a rule, active = well fitted curve in the direction sought with a large enough effect; inconclusive = small, poorly fitted or top-dose-only effect, or another doubt; inactive = no such curve, though single readings can be large; an effect the other way counts as inactive or inconclusive.

SMILES	BRCT inh green	UbGFP stabilizer	4-MU autofl	Hsp90 Hop PPI	HBB splicing	GFP derepression	CRE Fsk mod	BRCT inh red	15-hLO inh	Pol III holo inh	A350 fluor
CCC(CC)C(=O)NCCc1ccc(S(N)(=O)=O)cc1	-3.7%	-9.4%	i	-3.5%	2.3%	0.0%	2.1%	-2.1%	-0.2%	-0.5%	i
CC(C)c1nnc(NC(=O)c2cnccn2)s1	-0.6%	2.6%	i	?	·	2.2%	1.2%	-0.1%	19.2%	-7.4%	i
Cc1ccc(S(=O)(=O)C2(C(=O)N3CCCCC3C)CC2)cc1 (configuration not stated)	-2.2%	0.0%	i	-5.3%	-0.2%	6.0%	1.2%	-0.1%	4.8%	-2.9%	i
COc1ccc(N(CC(=O)Nc2ccc3c(c2)OCCO3)S(C)(=O)=O)c(OC)c1	-3.3%	3.2%	i	0.4%	-1.6%	0.0%	-9.9%	0.9%	-3.4%	-7.0%	i
O=c1[nH]c(=O)n([C@@H]2C[C@H](O)[C@H](CO)O2)cc1C(F)(F)F	-2.4%[34.4 µM]	7.7%[20.5 µM]	i	-5.0%[26 µM]	-0.1%[20.6 µM]	-1.7%[20.6 µM]	2.1%[17.1 µM]	0.4%[34.4 µM]	5.2%[25.6 µM]	-6.4%[25.6 µM]	i
CNC(=O)c1cc2cc(OC)ccc2oc1=N	-0.2%	-3.4%	2.84e-07M*	-0.3%	5.7%[0.369 µM]	0.0%	?	-0.3%	4.0%	1.4%	3.88e-07M*
O=C(Nc1ccc2c(c1)OCO2)C1CCN(C(=O)c2cccs2)CC1	-3.0%	1.5%	i	-1.6%	0.3%[57.5 µM]	1.6%	-8.2%	-0.5%	-0.5%	1.7%	i
O=C1OC(Nc2ccc3c(c2)OCO3)c2ccccc21 (configuration not stated)	0.3%	1.1%	i	-4.8%	·	-1.7%	?	-0.4%	-26.9%	-1.1%	i
COc1ccc(CCNc2c(N)n(Cc3ccccc3)c(=O)[nH]c2=O)cc1OC	-3.3%	1.7%	2.07e-08M*	-2.0%	0.8%	3.3%	?	2.5%	-51.3%	-5.8%	2.71e-08M*
CCOC(=O)c1ccccc1N/C=C1\CCCC1=O	0.3%	5.0%	4.39e-08M*	-1.9%	4.0%[1.84 µM]	-2.0%	10µM*	-1.4%	-5.8%	-5.0%	1.15e-08M*
Cc1cc2c(=O)n(Cc3ccco3)c(SCC(=O)NCc3ccco3)nc2s1	0.3%	0.0%	i	-4.3%	1.7%	9.7%	-1.9%	-1.8%	-5.7%	-5.4%	i
Nc1c(C(=O)NC2CCCCC2)c2nc3ccccc3nc2n1/N=C/c1ccco1	-2.0%	5.2%	1.94e-08M*	-1.5%	-0.7%[57.5 µM]	2.6%	?	0.4%	-2.0%	-5.0%	2.58e-08M*
CCn1cc(C(=O)O)c(=O)c2cc3c(cc21)OCO3	-1.5%	-8.5%[20.5 µM]	6.33e-08M*!	2.5%[26 µM]	0.6%[20.6 µM]	0.0%[20.6 µM]	-3.1%[17.1 µM]	0.0%	0.5%	-1.9%[25.6 µM]	6.11e-08M*!
Cc1cc(N)n(-c2ccccc2)n1	-3.0%	20.5%	·	-1.7%	-0.8%	0.2%	-2.1%	0.9%	10.2%	-2.4%	·
CCOC(=O)COc1nc(Nc2ccccc2C)nc(N(C)C)n1	0.3%	1.4%	i	-7.8%	5.5%[1.84 µM]	-4.2%	-10.2%	0.0%	-2.8%	-10.6%	i
CC1=C(C(=O)OC(C)C)C(/C=C/c2ccccc2)NC(=O)N1 (configuration not stated)	-0.5%	-1.9%	?	0.0%	-0.1%[57.5 µM]	-2.3%	-0.9%	0.4%	4.2%	2.9%	?
CCN(Cc1ccccc1)C(c1ccccn1)c1nnnn1C(C)(C)CC (configuration not stated)	-1.5%	-0.7%	i	5.2%	-0.1%	-4.5%	?	-1.1%	4.9%	-9.9%	?
CCOc1ccc(CC(=O)Nc2c(C(N)=O)oc3ccc(Br)cc23)cc1OCC	-0.7%	6.5%	·	-0.1%	-1.2%	0.0%	?	-0.1%	13.8%	0.6%	·
Nc1cc(N)nc(SCCN2CCCCC2)n1	0.4%	-2.6%	i	-1.3%	·	-1.3%	-4.0%	0.0%	37.8%[activator]	-1.9%	i
COc1ccc(OC)c(S(=O)(=O)N2CCC(C(=O)NC(C)c3ccccc3)CC2)c1 (configuration not stated)	-1.5%	-3.0%	i	1.1%	-0.1%[57.5 µM]	0.6%	0.0%	-0.6%	9.3%	0.0%	i
O=C1CSC(c2ccccc2F)N1CCN1CCCCC1 (configuration not stated)	-2.2%	-2.6%	i	0.7%	·	-0.1%	0.4%	-0.9%	11.2%	-3.7%	i
CCOC(=O)C1CCN(C(=O)CCCOc2ccccc2)CC1	0.2%	-9.4%[9.17 µM]	·	-4.6%[11 µM]	0.7%[0.0738 µM]	0.0%	?	-1.3%	4.6%[11.4 µM]	-4.8%[11.4 µM]	·
O=C(CSc1nnc(-c2ccoc2)o1)N1CCOCC1	1.9%	2.9%	i	0.0%	0.3%[57.5 µM]	-1.5%	-4.5%	0.3%	-10.2%	-7.9%	i
O=C1CC(C(=O)NC2CCCCC2)C(c2ccccc2)O1 (configuration not stated)	-0.9%	-5.8%	i	-4.8%	8.3%	6.5%	-2.3%	-0.5%	4.3%	-1.0%	i
COC(=O)N1CCC2(CCN(C(=O)Nc3ccccc3)CC2)CC1	-3.2%	-2.2%	i	-1.9%	3.7%	4.6%[9.22 µM]	-12.0%	-0.7%	4.6%	-4.4%	i
CS(=O)(=O)c1ccc2nc(NC(=O)CN3CCCCCC3)sc2c1	-0.1%	-1.3%	i	-0.4%	·	1.0%	0.4%	-1.5%	0.7%	-5.7%	i
Brc1ccc(NCc2nnc3n2CCCCC3)cc1	-0.3%	3.3%	i	-1.5%	2.1%	-3.5%	?	0.7%	12.3%	-6.0%	i
Clc1ccc(-c2nnc(SCc3nc(-c4ccccc4)no3)o2)cc1	0.9%	-5.7%	·	-4.5%[2.3 µM]	-0.3%	·	14.2%	-1.6%	-8.8%	2.8%	·
Cc1ccc(-c2nc(C#N)c(NCc3ccco3)o2)cc1	-1.2%	-0.7%	?	-8.0%	-0.1%[57.5 µM]	2.3%	?	-0.1%	-1.6%	-4.7%	?
CC(C)c1ccc(C(=O)Nc2ccc(N3CCOCC3)cc2)cc1	-0.7%	-12.5%	·	-2.7%	0.9%	1.9%	-10.1%	-0.8%	7.0%	2.1%	·
Cc1ccc(S(=O)(=O)NC(C)(C)CSc2nncn2N)cc1	-0.7%	-5.3%	i	-2.9%	-1.4%	1.7%	-3.4%	-1.9%	1.4%	-3.9%	i
Cc1nn(-c2ccccc2)c(C)c1C(=O)OC/C(O)=C(\C#N)c1nc2ccccc2[nH]1	1.7%	2.1%	i	-4.4%	0.7%[57.5 µM]	1.0%	28.0%	-1.2%	8.7%	-3.8%	i
COc1ccc(Nc2nc(N)nc(CN3CCC(Cc4ccccc4)CC3)n2)cc1	-1.3%	0.2%	·	-16.8%	-0.5%	4.7%	-4.4%	0.0%	16.2%	3.8%	·
CC(C)N1CCN(c2ccncc2S(=O)(=O)N2CCCCC2)CC1	-1.1%[15.4 µM]	-8.4%[9.17 µM]	i	-1.9%[11 µM]	2.0%[9.22 µM]	11.6%[9.22 µM]	16.7%[7.6 µM]	0.2%[15.4 µM]	8.8%[11.4 µM]	-6.3%[11.4 µM]	i
CNC(=O)c1ccc2nc(NC(C)=O)sc2c1	-2.0%	0.8%	i	-14.0%	0.1%	1.3%	5.4%	-1.9%	-7.1%	-1.1%	i
Cn1nc(C(=O)Nc2cccc(C(F)(F)F)c2)ccc1=O	0.4%	-3.9%	i	1.8%	0.7%[57.5 µM]	-1.0%	4.1%	1.3%	3.1%	-6.0%	i
O=c1c2ccccc2nc(SCc2ccccc2)n1Cc1ccco1	1.3%	-2.8%	i	181.3%	·	1.2%	-3.6%	-0.2%	?	-2.8%	i
O=C(CCCOc1ccccc1)N1CCc2ccccc2C1	-0.8%	-5.0%	1.4e-07M*	5.4%	-0.3%	1.6%	-1.8%	-0.3%	-15.3%	3.7%	1.36e-07M*
COc1ccc2c(c1)CCC(C)N2S(=O)(=O)c1ccc(C2CNC(=O)C2)cc1 (configuration not stated)	-1.1%	3.8%	i	-4.0%	-1.5%	-3.2%	5.7%	-1.5%	-1.3%	12.7%	i
